CCHF vOTU inh: CCHFV vOTU protease inhibition; Pep-AMC fluorescence; inhibition, % at 11.5 µM; 370,000 tested, 0.55% active; AID 651958; in the data active = inhibition above about 30%; also: 0% = vehicle wells with enzyme and 100% = no enzyme wells
TcdB inh: TcdB glycohydrolase inhibition. TcdB glycohydrolase enzymatic assay, plate reader. inhibition, % at 9.99 µM. 350,000 tested, 0.24% active; in the data active = inhibition above about 10%
* marks the source's active call; other numbers are inactive results; . = no result given. A portion of the library, so the mix of outcomes need not match the whole.

SMILES | CCHF vOTU inh | TcdB inh
c1ccc(-n2c(SCc3cccc4ccccc34)nnc2-c2ccccn2)cc1 | -2 | .
O=C(c1cc(C2CC2)on1)N(C1CCCCC1)C1CCCCC1 | 15 | .
COCC(=O)Nc1ccc2c(c1)C(=O)N(C)[C@@H]1CC[C@@H](CC(=O)OC)O[C@H]1CO2 | -4 | .
COC(=O)C1CN(Cc2cn(Cc3ccc(Cl)cc3)nn2)CCS(=O)(=O)N1Cc1ccc(Cl)cc1 (stereo unspecified) | 1 | .
CCCC(=O)N1CCC[C@]2(CC[C@@H](CCC(=O)N(CC)CC)O2)C1 | 6 | .
COc1ccc(-c2cc(C(=O)NN=Cc3cccn3C)[nH]n2)cc1 | 3 | .
CCOc1ccc(-c2cc(C(=O)OC)c3n(c2=O)CCC3)cc1 | -10 | .
COC(=O)[C@@]12CCCCC3=C1N(CCC3)C(=O)[C@H]2CC(=O)NCCc1ccccc1OC | -7 | .
N#CCC[C@H]1CC[C@]2(CCCN(C(=O)c3ccc4ccccc4n3)C2)O1 | -2 | .
CCOc1ccc(-n2c(SCC(=O)Nc3ccc4c(c3)c3ccccc3n4CC)nnc2-c2cccnc2)cc1 | 25 | .
O=C(OCc1cn(Cc2cccc(F)c2F)nn1)N1CCOCC1 | 0 | .
c1cnc(SCC2CCCCC2)c(-c2nc3ccccc3[nH]2)c1 | -3 | .
C=C1C(=O)[C@]23C[C@H]1CC[C@H]2[C@]1(C)CCC[C@@](C)(C(=O)OC)[C@H]1C[C@@H]3O | 8 | .
CN1CCN(c2ccc3c(c2)Oc2ccccc2CN(Cc2cn(Cc4ccc(C(F)(F)F)cc4)nn2)S3(=O)=O)CC1 | 27 | .
Cc1cc(NS(=O)(=O)c2ccc(NC(=O)CSc3nnc(-c4ccc(Cl)cc4)n3Cc3ccco3)cc2)nc(C)n1 | 3 | .
O=C(CSc1nnc(-c2cccs2)n1Cc1ccco1)Nc1ccc(OCc2ccccc2)cc1 | 13 | .
CCOC(=O)[C@@]12CN(C(=O)OC(C)(C)C)CC=C1N(Cc1ccc(OC)cc1)C(=O)[C@H]2CC(=O)N1CCCCC1 | 8 | .
Cc1ccc(-n2c(SCC(=O)Nc3ccccc3-c3ccccc3)nnc2-c2ccccn2)cc1 | 2 | .
CCCCN(C)S(=O)(=O)c1ccc2[nH]c(=O)oc2c1 | 10 | .
O=C(COCc1ccncc1)N1CCN(c2ccc(F)cc2Cl)CC1 | -2 | .
COc1ccc(CN2C/C(=C/c3ccccc3)N3C(=O)C[C@@H](c4ccc5ccccc5c4)N=C23)c(OC)c1 | 3 | .
COc1ccc(C(=O)CSc2nnc(-c3n[nH]c4c3CCC4)n2N)cc1OC | 3 | .
O=C(CSc1nnc(-c2cccnc2)n1-c1ccc(Cl)cc1)c1ccc2ccccc2c1 | 5 | .
C=CCNCc1ccc(OC)cc1OC | -3 | .
C=CCN(C)CC#CCCCCl | -2 | .
The results go on.
SMILES | CCHF vOTU inh | TcdB inh
O=C(Cc1ccccc1Cl)NCCN1C(=O)C2C3C=CC(C3)C2C1=O (stereo unspecified) | 10 | .
CC(C)C[C@H]1COc2cccc(F)c2S(=O)(=O)N1Cc1cn(CC2CCCCC2)nn1 | 0 | .
CC(C)CCN1C(=O)COc2ccccc2C1c1nnnn1-c1ccc2c(c1)OCCO2 (stereo unspecified) | 2 | .
O=S1(=O)c2ccc(N3CCC[C@H]3CO)cc2OCCCN1C1CC1 | 0 | .
O=C(Nc1ccc(Br)cc1)OCCN1C(=O)CCC12CCC(c1ccccc1)CC2 (stereo unspecified) | 4 | .
COC(=O)[C@]12C[C@H](CC(=O)NCC3CCCCC3)C(=O)N(CCc3ccc(OC)c(OC)c3)C1=C[C@H](C1CCCC1)O[C@@H]2C | 22 | .
O=C(COCc1ccccc1)NC1CCCCN(Cc2ccc(Cl)cc2)C1=O (stereo unspecified) | 5 | .
O=C(Nc1ccc(Cl)cc1)C1CCCN1S(=O)(=O)c1cccc2cccnc12 (stereo unspecified) | 8 | .
CCN(CC)C(=O)CC[C@@H]1CC[C@]2(CCCN(Cc3ccc(Cl)cc3)C2)O1 | -34 | .
C#CCN1CC(N(C)CCOC(=O)c2cc(C)cc(C)c2)CS1(=O)=O (stereo unspecified) | -11 | .
Cc1ccc(C(=O)NC2CCCCN(Cc3cccc(Cl)c3)C2=O)c(C)c1 (stereo unspecified) | 5 | .
CN(C)C(=O)C[C@@H]1CC[C@H]2[C@H](COc3ccc(NC(=O)c4ccc(F)c(F)c4)cc3C(=O)N2C)O1 | . | -0.9
O=C(C[C@H]1CC[C@H](NC(=O)C2CCC2)[C@H](CO)O1)NCc1ccccc1Cl | . | -0.4
COc1cccc(S(=O)(=O)N(C)C[C@H]2Oc3cc(C#CCN(C)C)ccc3S(=O)(=O)N([C@@H](C)CO)C[C@@H]2C)c1 | . | 0.1
O=C(Nc1ccc(-c2ccccc2)cc1)[C@@H]1[C@@H](CO)[C@@H]2Cn3c(cccc3=O)[C@H]1N2Cc1ccccc1 | . | 0.7
COc1ccc(S(=O)(=O)N(C)C[C@@H]2Oc3ncc(-c4cccc(C(F)(F)F)c4)cc3C(=O)N([C@H](C)CO)C[C@@H]2C)cc1 | . | 0.6
CN1C(=O)c2cc(NC(=O)Cc3cccs3)ccc2OC[C@H]2O[C@@H](CC(=O)NCc3ccc(-c4ccccc4)cc3)CC[C@@H]21 | . | -0.5
C[C@@H]1CN([C@H](C)CO)C(=O)c2c(c3ccccc3n2C)-c2ccccc2CO[C@H]1CN(C)C(=O)Nc1ccc2c(c1)OCO2 | . | -1.8
CCN1[C@@H]2c3ccc(-c4cccc(F)c4)c(=O)n3C[C@H]1[C@H](CO)[C@H]2C(=O)N(C)C | . | -0.8
COCC#Cc1ccc([C@@H]2[C@@H](CO)N3CCCCN(C(=O)Cc4ccccn4)C[C@@H]23)cc1 | . | 0.0
O=C(c1ccc(F)cc1)N1CC(=O)N2[C@H](C1)[C@H](c1ccc(-c3cccnc3)cc1)[C@@H]2CO | . | 1.2
CC(C)NC(=O)Nc1ccc2c(c1)C(=O)N([C@@H](C)CO)C[C@@H](C)[C@H](CN(C)Cc1ccc(Oc3ccccc3)cc1)O2 | . | -0.7
C[C@@H]1CN([C@@H](C)CO)C(=O)Cc2cc(N(C)C)ccc2O[C@H]1CN(C)Cc1ccc(Cl)c(Cl)c1 | . | -6.3
COc1cccc(NC(=O)N[C@H]2C=C[C@@H](CC(=O)NCc3ccncn3)O[C@H]2CO)c1 | . | -6.1
COc1ccc(CNC(=O)c2cc3c(c(-c4cccc(-c5ccc(C#N)cc5)c4)n2)[C@H](CCO)N([S@@](=O)C(C)(C)C)C3)cc1 | . | 0.3
(next part)
SMILES | CCHF vOTU inh | TcdB inh
CC(=O)Nc1ccc2c(c1)C(=O)N(C)[C@@H]1CC[C@H](CC(=O)NCc3ccc(F)cc3)O[C@H]1CO2 | . | -0.6
Cc1ccc(S(=O)(=O)NCC[C@@H]2CC[C@@H](NC(=O)Nc3ccccc3F)[C@H](CO)O2)cc1 | . | -0.1
O=C(Nc1cc(F)ccc1F)N1CC(=O)N2[C@H](C1)[C@H](c1ccc(C#CC3CCCCC3)cc1)[C@@H]2CO | . | 2.0
CC(=O)Nc1ccc2c(c1)C(=O)N(C)[C@@H]1CC[C@@H](CC(=O)NCc3ccc(F)cc3)O[C@@H]1CO2 | . | -0.1
CO[C@H]1CC[C@H]2CCN(C)C(=O)[C@H](C)[C@@H](OC)CN(C)C(=O)c3cc(C#N)ccc3OC[C@@H]1O2 | . | 0.7
O=C(C1CCOCC1)N1C[C@H]2[C@@H](c3ccccc31)[C@@H](CO)N2C(=O)Cc1ccccn1 | . | 0.1
COc1ccc(-c2cnc3c(c2)C(=O)N([C@@H](C)CO)C[C@@H](C)[C@H](CN(C)Cc2ccccc2)O3)cc1 | . | 1.4
O=C(C[C@@H]1C=C[C@@H](NC(=O)CC2CC2)[C@@H](CO)O1)NCc1ccc(Cl)cc1 | . | -10
CO[C@@H]1CN(C)C(=O)c2cc(NS(=O)(=O)c3ccccc3)ccc2OC[C@H](C)N(Cc2cccnc2)C[C@@H]1C | . | -2.7
Cc1noc(C)c1NC(=O)Nc1ccc2c(c1)C(=O)N([C@@H](C)CO)C[C@@H](C)[C@H](CN(C)Cc1ccc(C(F)(F)F)cc1)OCCCC[C@H](C)O2 | . | -0.1
Cc1ccc(S(=O)(=O)N(C)C[C@H]2OCCCC[C@H](C)Oc3ccc(NC(=O)Nc4ccc5c(c4)OCO5)cc3C(=O)N([C@H](C)CO)C[C@@H]2C)cc1 | . | -1.7
COc1ccc2c3c(n(C)c2c1)[C@@H](CO)N(CC1CC1)CC31CCN(C(=O)CN(C)C)CC1 | . | -6.0
C[C@@H]1CN([C@H](C)CO)C(=O)Cc2cc(NC(=O)Cc3cn(C)c4ccccc34)ccc2O[C@H]1CN(C)C(=O)Nc1ccccc1 | . | 0.7
O=C(Cc1ccccc1)N1CC[C@@H]2[C@H]1c1cc(-c3ccccc3F)ccc1N[C@@H]2CO | . | -2.8
CO[C@@H]1CN(C)C(=O)c2ccc(NC(=O)c3cccc(F)c3)cc2OC[C@H](C)N(CC2CC2)C[C@H]1C | . | 1.8
COc1ccc(-c2cnc3c(c2)C(=O)N([C@H](C)CO)C[C@H](C)[C@@H](CN(C)C)O3)cc1 | . | -0.7
CO[C@@H](CN(C)C(=O)c1ccc2c(c1)OCO2)[C@@H](C)CN([C@H](C)CO)S(=O)(=O)c1ccccc1 | . | 0.4
C[C@@H]1CN([C@H](C)CO)C(=O)c2cc(C#CCN(C)C)cnc2O[C@@H]1CN(C)C(=O)c1ccc2c(c1)OCO2 | . | -0.9
Cc1cccc(-c2ccc([C@@H]3[C@@H](CO)N4C(=O)CN(C(=O)c5ccccc5)C[C@H]34)cc2)c1 | . | 0.3
C[C@@H]1CCCCO[C@H](CN(C)C(=O)Nc2ccccc2)[C@@H](C)CN([C@@H](C)CO)C(=O)c2cc(NC(=O)Cc3ccccc3)ccc2O1 | . | 0.2
C[C@@H]1CN([C@H](C)CO)C(=O)c2cc(C#C[C@@H](C)O)cnc2O[C@H]1CN(C)CC1CCCC1 | . | 0.1
C[C@@H]1CN([C@H](C)CO)C(=O)CCCn2nncc2CO[C@@H]1CN(C)CC1CCCC1 | . | -0.5
C[C@@H](NC(=O)C[C@@H]1CC[C@@H](NS(=O)(=O)c2cccc(F)c2)[C@@H](CO)O1)c1ccccc1 | . | -0.4
O=C(NC1CCC1)[C@H]1[C@H](CO)[C@H]2Cn3c(ccc(C4=CCCCC4)c3=O)[C@H]2N1C(=O)C1CCOCC1 | . | -1.3
CCC(=O)Nc1ccc2c(c1)C(=O)N(C)[C@H]1CC[C@H](CC(=O)N3CCc4ccccc4C3)O[C@@H]1CO2 | . | -0.3

Assay outcomes as filed in PubChem.
